Screening data: PubChem BioAssay, National Center for Advancing Translational Sciences (NCATS)
MBNL1 CUG block – inhibitors of human MBNL1 binding to CUG repeat RNA; TR-FRET MBNL1-His/biotin-(CUG)12 binding, 665/545 ratio; Q9NR56; Potency, µM (top dose mostly 57.5 µM), for inactives: at the highest dose activity change, negative = inhibition, usual class: inhibitors; hit rate 0.036% among 280,000; AID 2675; active = well fitted inhibition curve with a large enough effect in the signal ratio, with a control signal flat, not every such curve was filed as active; inconclusive = small, poorly fitted or top-dose-only effect, or effect the other way, or a change in a side signal; inactive = no such curve, though single readings can be large or run the other way; the % refers to the signal ratio; also: % is scaled to controls: 0 for no effect and ±100 for the full control effect
Target sequence (Q9NR56 whole entry, looked up): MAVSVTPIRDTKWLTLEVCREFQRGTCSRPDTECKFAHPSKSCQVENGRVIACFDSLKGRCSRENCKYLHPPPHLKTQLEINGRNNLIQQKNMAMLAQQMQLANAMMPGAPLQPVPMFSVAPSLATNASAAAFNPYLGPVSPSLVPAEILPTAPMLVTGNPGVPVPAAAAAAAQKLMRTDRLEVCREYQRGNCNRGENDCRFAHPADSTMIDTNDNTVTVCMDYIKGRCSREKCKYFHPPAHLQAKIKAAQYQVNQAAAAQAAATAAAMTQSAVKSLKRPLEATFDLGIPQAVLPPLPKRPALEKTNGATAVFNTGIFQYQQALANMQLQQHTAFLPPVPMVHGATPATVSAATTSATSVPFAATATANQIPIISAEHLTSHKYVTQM
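Compound titration spanned 92 nM–58 uM against the MBNL1-His/biotin-(CUG)12 complex. After 60 min at room temperature with 5 nM streptavidin-XL665 and 0.055 ng/ul terbium anti-His, ratiometric 665/545 nm emission (Ex 340 nm) normalized to controls.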
FLuc counter – firefly luciferase modulation, counter-screen for miR-21 project; Potency, µM (titrated, usually from 57.5 µM), for inactives: top-dose activity change, negative = inhibition, hits mostly inhibitors; P08659; hit rate 6.9% among 360,000; AID 588342; purified FLuc, Km substrates, luminescence inhibition;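 also: plate controls were vehicle for no effect and reference inhibitor for full effect; nearly all actives have a fitted effect of over 55% in size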
Target sequence (P08659 whole entry, looked up): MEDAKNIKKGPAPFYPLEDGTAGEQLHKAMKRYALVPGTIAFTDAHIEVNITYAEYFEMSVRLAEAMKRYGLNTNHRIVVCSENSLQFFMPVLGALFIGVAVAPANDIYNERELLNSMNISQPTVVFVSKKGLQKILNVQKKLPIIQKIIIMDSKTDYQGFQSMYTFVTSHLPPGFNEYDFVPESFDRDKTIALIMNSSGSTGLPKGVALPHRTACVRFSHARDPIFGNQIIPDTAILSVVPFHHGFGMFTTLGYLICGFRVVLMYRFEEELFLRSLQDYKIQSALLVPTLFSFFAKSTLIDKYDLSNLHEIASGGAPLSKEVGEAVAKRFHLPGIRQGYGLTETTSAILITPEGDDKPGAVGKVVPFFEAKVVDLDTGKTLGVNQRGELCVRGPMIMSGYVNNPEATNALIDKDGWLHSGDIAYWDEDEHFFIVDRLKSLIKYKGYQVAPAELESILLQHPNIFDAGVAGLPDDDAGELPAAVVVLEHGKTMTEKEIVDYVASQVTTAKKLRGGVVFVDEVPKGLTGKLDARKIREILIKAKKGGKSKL
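Purified P. pyralis luciferase, 10 nM final, with Km-level 10 uM D-luciferin and 10 uM ATP in 50 mM Tris acetate pH 7.5, 10 mM Mg acetate, 0.01% Tween-20, 0.05% BSA; 6-point qHTS titration about 60 µM downward; luminescence read.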
RORg inh – ROR gamma (mouse) transcription inhibition. AID 2551. Drosophila S2 Gal4-RORgamma UAS-luciferase reporter, 20 h. hit rate 5.4% among 310,000. Potency, µM (titrated, usually from 53.6 µM), without a hit: at the highest dose activity change, negative = inhibition, most hits filed as inhibitors; also: % is scaled to controls: 0 for no effect and ±100 for the full control effect; nearly all actives have a fitted effect of over 60% in size
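Using a luciferase readout, inhibitors were identified by reduced reporter activity in Drosophila cells coexpressing a copper-inducible Gal4–ROR gamma fusion and UAS-driven Photinus luciferase, incubated 20 hr after 700 uM copper sulfate.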
VP16 counter – inhibits Gal4-VP16 luciferase reporter, ROR gamma counter-screen. Potency, µM (doses to about 53.6 µM), for inactives: at the top dose activity, negative = inhibition, actives largely listed as inhibitors. hit rate 3.5% among 310,000. Drosophila S2 Gal4-VP16 UAS-luciferase, luminescence, 20 h;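 also: Gal4-VP16 expression switched on by copper sulfate through the metallothionein promoter; % is scaled to controls: 0 for no effect and ±100 for the full control effect; nearly all actives have a fitted effect of over 50% in size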
ELG1 genotoxic – inducers of genotoxicity in HEK293T ELG1-luciferase cells; Potency, µM (series often up to 46 µM), for the others: top-dose activity change, positive = activation, most hits filed as activators; hit rate 1.3% among 330,000; HEK293T ELG1-luciferase reporter, luminescence, 16 h; also: % of control where 0% means no effect; nearly all actives have a fitted effect of over 60% in size
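ELG1-luciferase HEK293T cells, 2,000/well; compound pinned in; 16 hr, 37 °C, 5% CO2; ONE-Glo, 30 min RT; luminescence on CCD imager.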
NPC1 promoter act – activators of NPC1 promoter; Huh7 NPC1 promoter luciferase reporter, 24 h; Potency, µM (titrated, usually from 9.22 µM), for inactives: at the highest dose activation, actives largely listed as activators; hit rate 2.4% among 320,000; AID 485313;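 also: % of control where 0% means no effect; nearly all actives have a fitted effect of over 60% in size; reporter is driven by a mutant NPC1 promoter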
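Compounds in DMSO were transferred onto Huh7 NPC1-luciferase reporter cells pre-incubated 2 h; after 24 h at 37 °C, Amplite reagent was dispensed and luminescence recorded 10 min later.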
BRCA1 expr up – activators of BRCA1 expression; hit rate 1.1% among 380,000; Potency, µM (series often up to 46.1 µM), for inactives: top-dose activation, usual class: activators; MCF7-BRCA1-FFLuc reporter, luminescence, 48 h; response scale: scaled: vehicle 0%, 10 µM genistein 100%; also: nearly all actives have a fitted effect of over 80% in size; some results filed as inactive show a strong effect at the top dose
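Quantitative HTS in MCF7 cells stably reporting BRCA1 expression via firefly luciferase. Compound treatment lasts 48 h at 37 °C in phenol-red free MEM. Activation is expressed relative to genistein at 10 microM and DMSO.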
uPA surface inh – cell surface uPA generation inhibition; cell surface uPA generation assay, qHTS; Potency, µM (highest dose often 38.3 µM), inactives show top-dose activity change, negative = inhibition, hits mostly inhibitors; hit rate 0.31% among 330,000; AID 540303; active = well fitted inhibition curve with a large enough effect; inconclusive = small, poorly fitted or top-dose-only effect; inactive = no such curve, though single readings can be large or run the other way; tested in mouse RAW 264.7 cells; also: % is scaled to controls: 0 for no effect and ±100 for the full control effect; nearly all actives have a fitted effect of over 55% in size
Rab9 prom act – activators of Rab9 promoter. Huh7 Rab9 promoter-luciferase reporter, luminescence, 24 h. Potency, µM (top dose mostly 9.22 µM), inactives show top-dose activation, negative = inhibition, actives largely listed as activators. hit rate 2.8% among 320,000; also: % of control where 0% means no effect; nearly all actives have a fitted effect of over 60% in size
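Huh7 cells stably carrying Rab9 promoter–luciferase reporter, plated 1500 cells/well, compound added after 2 h and incubated 24 h at 37 °C; luciferase luminescence then read after 10 min with detection reagent.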
p53 reactivation – restores transcriptional activity of mutant p53; H1299 p53-A138V BP100-luciferase reporter, luminescence, 24 h; Potency, µM (series often up to 92.2 µM), without a hit: at the top dose activity change, positive = activation, usual class: activators; hit rate 0.063% among 320,000; AID 504706; also: % of control where 0% means no effect; nearly all actives have a fitted effect of over 45% in size
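H1299 (p53-null), stable ts p53-A138V + BP100-Luc; 1000 cells/well, Opti-MEM/10% FBS; cpd 4 pt, 1:5; 24 h, 37 deg C, 5% CO2; detection reagent 10 min RT; luminescence.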
CXXC DNA block – inhibitors of human MLL CXXC domain-DNA interaction; MLL-CXXC / FITC-HOXA9 DNA fluorescence polarization; Potency, µM (highest dose often 115 µM), without a hit: top-dose activity change, negative = inhibition, most hits filed as inhibitors; hit rate 0.037% among 290,000; AID 2662; active = well fitted inhibition curve with a large enough effect in the polarisation, with a control signal flat, not every such curve was filed as active; inconclusive = small, poorly fitted or top-dose-only effect, or effect the other way, or a change in a side signal; inactive = no such curve, though single readings can be large or run the other way; the % refers to the polarisation
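Fluorescence polarization: 7 uM MLL-CXXC (stock) preincubated 5 min with compounds, then 50 nM fluorescein-HOX-A9 DNA (stock) added; 30 min ambient. Buffer 50 mM Tris-HCl pH 7.5, 50 mM NaCl, 1 mM DTT, 0.05% BSA.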
Active calls of the source: *; ? = inconclusive; / = not tested or not shown; & = joins results of further samples; [ ] = dose if it differs, or a comment. Unless noted, calls follow the shape of the dose curve; as a rule, active = well fitted curve in the direction sought with a large enough effect; inconclusive = small, poorly fitted or top-dose-only effect, or another doubt; inactive = no such curve, though single readings can be large; an effect the other way counts as inactive or inconclusive. Potency is read from the fitted curve at half-maximal effect. Not all compounds are listed. The share of hits here may be higher or lower than overall.

SMILES	MBNL1 CUG block	FLuc counter	RORg inh	VP16 counter	ELG1 genotoxic	NPC1 promoter act	BRCA1 expr up	uPA surface inh	Rab9 prom act	p53 reactivation	CXXC DNA block
CCOC(=O)c1c(C)[nH]c(C(=O)CSc2ccccc2)c1C	8%	0.54µM*	?	?	0.65µM*	0.56µM*	?	-2%	0.4µM*	30%	-2%
Cc1c(C(=O)NCCC2=CCCCC2)oc2ccc(S(=O)(=O)N3CCOCC3)cc12	-3%	?	32%	-5%	-13%	1%	-72%	-5%	0%	-17%	2%
O=C(c1cc2cc(Br)cc(Br)c2oc1=O)N1CCCC1	20%	1%	-14%	-14%	3%	-5%	1%	/	-6%	13%	10%
CC1(C)CC(=O)C(C=NCCN2CCN(CC(=O)Nc3ccccc3)CC2)=C(O)C1	-10%	2%	32%	3%	-2%	2%	-11%	1%	0%	-5%	-1%
CCOc1ccc(NS(=O)(=O)c2cc3c4c(c2)C(C)C(=O)N4CCC3)cc1 (stereo not drawn)	-4%	0%	32%	-3%	-2%	2%	-23%	7%	-5%	-3%	-2%
Cc1ccccc1CC(=O)Nc1ccc(S(=O)(=O)N2CCN(C)CC2)cc1	-16%	1%	16%	-21%	0%	3%	-5%	1%	20%	1%	-9%
COc1ccc(OC)c(-n2nnnc2SCC(=O)Nc2cc(C)ccc2OC)c1	?	2%	-9%	-1%	-2%	-3%	-19%	2%	-2%	-3%	-3%
COc1ccc(C(=O)Nc2ccc3c4c(cccc24)CC3)cc1	1%	15µM*	21%	15%	12%	?	99%	/	?	2%	15%
O=C(NNC(=O)C1C2C=CC(C2)C1C(=O)O)c1cc(Cl)ccc1O (stereo not drawn)	1%	?	-17%	0%	3%	-2%	35%	-4%	-2%	2%	1%
CCCn1c(=O)[nH]c(=O)c2c1nc(-c1ccc(OC(F)F)cc1)n2CCN1CCOCC1	-15%	0%	0%	-11%	?	13%	-5%	-3%	-2%	-5%	-1%
O=C(CN(Cc1ccccc1)S(=O)(=O)c1ccccc1)N/N=C/c1ccccc1[N+](=O)[O-]	?	2%	?	1%	-6%	-2%	-33%	7%	-1%	4%	-2%
CCCOc1cccc(-c2nnc(NC(=O)c3ccco3)s2)c1	11%	27µM*	-25%	-1%	?	-6%	50%	?	20%	18%	31%
CCN(CC)CCN1C(=O)C(=O)/C(=C(/O)c2ccc(F)cc2)C1c1ccncc1 (stereo not drawn)	4%	0%	4%	4%	2%	1%	2%	7%	9%	9%	4%
O=S(=O)(Nc1cccc(-c2ccc(N3CCOCC3)nn2)c1)c1cc(Cl)ccc1Cl	/	7.6µM*	/	/	?	19%	60%	-6%	?	13%	/
CC(C)(C)c1cccc(/C=N/O)c1O	3%	2%	?	?	-1%	1%	-3%	11%	18%	-5%	-9%
CCc1cccc(CC)c1N1C(=O)c2cc(N3CCOCC3)c([N+](=O)[O-])cc2C1=O	?	0%	38%	1%	-1%	1%	-28%	6%	-14%	3%	-6%
O=C(NCCCn1ccnc1)c1ccc(Br)c(S(=O)(=O)N2CCOCC2)c1	9%	0%	2%	1%	3%	-1%	-8%	2%	-9%	1%	7%
O=C(CN1CCCC1=O)NC1C2CC3CC(C2)CC1C3 (stereo not drawn)	-8%	3%	0%	1%	3%	1%	-2%	-9%	1%	-6%	5%
O=C(COc1ccc(Cl)cc1)Nc1nnc(S(=O)(=O)N2CCCCCC2)s1	-3%	-17%&-10%	15%	-11%	-3%	-6%	1%	10%	0%	/	-1%
CCOc1ccc(Oc2ccc(-c3nnc(-c4ccccc4)o3)cc2[N+](=O)[O-])cc1	9%	?	17%	4%	4%	-1%	31%	3%	-4%	14%	1%
COc1ccc(NC(=O)N2CCN(S(C)(=O)=O)CC2)cc1	-4%	0%	1%	4%	0%	0%	0%	2%	12%	-1%	28%
O=C(O)CNC(=O)/C=C/c1ccc(Cl)cc1Cl	4%	24µM*	-19%	-8%	-6%	-3%	-4%	-15%	6%	-2%	12%
CCN(CC)CCCN1C=C2C(=O)C(C)(OC(=O)C3CCCC3)C(=O)C=C2C=C1c1ccsc1 (stereo not drawn)	?	-2%	24%	4%	3%	-1%	-6%	6%	-2%	2%	7%
COC(=O)c1ccc(Sc2ccccn2)c([N+](=O)[O-])c1	?	-4%	-16%	?	-2%	-2%	-19%	4%	-1%	7%	-2%

Retrieved one by one from above, 2 records:
SMILES	MBNL1 CUG block	FLuc counter	RORg inh	VP16 counter	ELG1 genotoxic	NPC1 promoter act	BRCA1 expr up	uPA surface inh	Rab9 prom act	p53 reactivation	CXXC DNA block
COC(=O)c1ccc(Sc2ccccn2)c([N+](=O)[O-])c1	?	-4%	-16%	?	-2%	-2%	-19%	4%	-1%	7%	-2%
COc1ccc(NC(=O)N2CCN(S(C)(=O)=O)CC2)cc1	-4%	0%	1%	4%	0%	0%	0%	2%	12%	-1%	28%

Following part
SMILES	MBNL1 CUG block	FLuc counter	RORg inh	VP16 counter	ELG1 genotoxic	NPC1 promoter act	BRCA1 expr up	uPA surface inh	Rab9 prom act	p53 reactivation	CXXC DNA block
COc1ccccc1NC1C=CS(=O)(=O)C1 (stereo not drawn)	-7%	-1%	2%[10 µM]	3%	1%	-6%	0%	-4%	-4%	-4%	-18%
Fc1ccc(-n2nnnc2-c2cnc(-c3cccs3)nc2C(F)(F)F)cc1	14%	1%	-36%	?	2%	-2%	-90%	-8%	-16%	6%	-17%
CCN(CC)CCN(Cc1cc2cc(C)ccc2[nH]c1=O)C(=S)NCc1ccco1	/	11%	-15%	-10%	-3%	1%	-13%	3%	-2%	0%	2%
COc1cc(-c2nc3n(n2)C(c2ccncc2)C(C(N)=O)=C(C)N3)cc(OC)c1OC (stereo not drawn)	-9%	1%	4%	-1%	0%	1%	-2%	3%	4%	-5%	0%
Cc1nc2cc(NC(=O)C3COc4ccccc4O3)ccc2s1 (stereo not drawn)	-4%	12µM*	25%	12%	?	?	14%	1%	?	12%	-3%
N#Cc1ccc(NC(=O)COC(=O)CSc2nnc(-c3ccc(Cl)cc3)o2)cc1	-11%	?	32%	-12%	7%	-2%	1%	6%	-2%	-6%	9%
NS(=O)(=O)c1ccc(CCNC(=O)c2ccncc2)cc1	0%	2%	-1%	-8%	1%	-3%	-12%	0%	-7%	2%	-2%
O=C(CSc1nnc(NC(=O)c2c(F)cccc2F)s1)Nc1ccccc1F	0%	?	?	0%	15%	4%	-5%	-3%	23%	20%	0%
Cc1cc(C)c(NC(=O)C2=COCCO2)c(C)c1	/	?	/	/	?	19%	65%	1%	16%	?	/
CS(=O)(=O)c1ccc(S(=O)CC(=O)OCc2ccccc2)c([N+](=O)[O-])c1 (stereo not drawn)	?	3%	4.5µM*	4.5µM*	3%	-43%[inhibitor]	-86%[inhibitor]	-11%	-58%[inhibitor]	-12%	61%[activator]
O=C(NCc1ccco1)c1nc(-c2ccc(F)cc2)no1	-5%	?	13%	8%	9%	11%	73%	4%	11%	3%	25%
COc1cc(C(=O)Nc2ccc(C)c(S(=O)(=O)N(C)C)c2)ccc1OCC(=O)N1CCOCC1	/	3µM*	/	/	3%	13%	78%	-8%	29%	2%	/
CCOc1ccccc1CN1CCNC(=O)C1CC(=O)N(C)Cc1nonc1C (stereo not drawn)	4%	-1%	-1%	-10%	3%	-1%	2%	-2%	-4%	-9%	18%
CCCNC(=O)CN1C(=O)NC(c2ccccc2)(c2ccccc2)C1=O	-1%	0%	-1%	-7%	6%	-4%	-8%	4%	1%	-5%	0%

Single records, as listed above. Screens in order: MBNL1 CUG block	FLuc counter	RORg inh	VP16 counter	ELG1 genotoxic	NPC1 promoter act	BRCA1 expr up	uPA surface inh	Rab9 prom act	p53 reactivation	CXXC DNA block
COc1cc(C(=O)Nc2ccc(C)c(S(=O)(=O)N(C)C)c2)ccc1OCC(=O)N1CCOCC1 as listed: /	3µM*	/	/	3%	13%	78%	-8%	29%	2%	/
CCN(CC)CCN1C(=O)C(=O)/C(=C(/O)c2ccc(F)cc2)C1c1ccncc1 (stereo not drawn) as listed: 4%	0%	4%	4%	2%	1%	2%	7%	9%	9%	4%
